MCL1-BIM inh: inhibitors of MCL1 binding to BIM-BH3, primary screen, biochemical, fluorescence polarization. GST-MCL1 / FITC-Bim-BH3 fluorescence polarization. inhibition, % at 10.9 µM. hit rate 0.68% among 320,000;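 active = inhibition above the mean inhibition of all tested compounds plus 3 SD, set per campaign, cut at about 40% in these data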;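 also: 0% = DMSO wells and 100% = unlabeled Bim-BH3 peptide control; higher means more loss of mP so more displacement of Bim peptide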
Target sequence (Q07820 whole entry, looked up): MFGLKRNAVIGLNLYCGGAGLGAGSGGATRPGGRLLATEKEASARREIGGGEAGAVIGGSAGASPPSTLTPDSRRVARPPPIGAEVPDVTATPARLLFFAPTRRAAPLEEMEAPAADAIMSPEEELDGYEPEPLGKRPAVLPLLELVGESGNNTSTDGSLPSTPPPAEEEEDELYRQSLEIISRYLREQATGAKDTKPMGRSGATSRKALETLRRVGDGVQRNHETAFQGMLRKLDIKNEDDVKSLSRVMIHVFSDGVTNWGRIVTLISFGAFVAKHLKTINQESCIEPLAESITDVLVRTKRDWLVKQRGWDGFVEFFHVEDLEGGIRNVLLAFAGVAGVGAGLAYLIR
GRK2 aptamer HTS: compounds blocking aptamer binding on GRK2 – biochemical, human GRK2, bead flow cytometry, HTS, primary screen; Beta-adrenergic receptor kinase 1 (Homo sapiens), P25098; FAM-aptamer displacement from GRK2; inhibition of aptamer binding, % at 10 µM; hit rate 0.59% among 330,000;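 active = inhibition of aptamer binding above 40%, roughly 3 SD of noise, on plates passing a quality check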;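 also: median bead fluorescence of bound FAM aptamer so fluorescent compounds give negative values; no value below 0 was filed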
BCLXL inh: inhibitors of human Bcl-xL, primary screen, biochemical, fluorescence polarization, HTS. Bcl-2-like protein 1 (Homo sapiens), Q07817. GST-Bcl-xL / FITC-Bim BH3 peptide fluorescence polarization. inhibition, % at 10.9 µM. hit rate 0.7% among 320,000;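 active = inhibition above the mean of all tested compounds plus 3 SD, cutoff set per campaign, cut at about 30% in these data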;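 also: 0% = DMSO wells and 100% = unlabeled Bim-BH3 peptide competitor; inhibitors lower millipolarization by displacing the labeled peptide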
Target sequence (Q07817 whole entry, looked up): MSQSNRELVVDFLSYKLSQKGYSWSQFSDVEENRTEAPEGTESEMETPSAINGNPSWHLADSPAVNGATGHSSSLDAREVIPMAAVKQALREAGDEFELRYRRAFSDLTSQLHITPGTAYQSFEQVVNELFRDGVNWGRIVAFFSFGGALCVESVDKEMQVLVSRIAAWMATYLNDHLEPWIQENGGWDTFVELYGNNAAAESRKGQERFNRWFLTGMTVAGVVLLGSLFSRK
AGP1-GFP MLPCN: modulators of AGP1-GFP expression in yeast TOR pathway, primary screen, cell-based, multiplex flow cytometry, S. cerevisiae, MLPCN library. 3 h; GFP as percent of DMSO wells. GFP response vs DMSO, % at 10 µM. hit rate 0.02% among 320,000;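 active = GFP response relative to DMSO above a set limit, near screen average plus 3 SD, cut at about 150% in these data; inconclusive = fewer than 70 cells counted for the yeast strain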;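 also: median GFP channel fluorescence of the gated AGP1 strain per well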
VLA-4 inh: inhibition in human VLA-4 binding assay, primary screen, VLA-4 allosteric modulator project, MLPCN library, flow cytometry, VLA-4 expressing cells; Integrin alpha-4 (Homo sapiens), P13612; ligand binding flow cytometry; inhibition, % (about 7 µM as worked out from the volumes in the protocol); hit rate 0.2% among 330,000; AID 2557, 2010; in the data active = inhibition above about 50%
CIT2 TOR yeast: modulators of CIT2-GFP expression in yeast, primary screen, S. cerevisiae, GFP fusion, multiplex flow cytometry, MLPCN library. S. cerevisiae CIT2-GFP strain, 3 h; 100 means same as DMSO wells. GFP response vs DMSO, % at 10 µM. hit rate 0.065% among 320,000. AID 2029, 2009;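 active = GFP response relative to DMSO above a set limit, near the screen mean plus 3 SD, cut at about 150% in these data; inconclusive = Fewer than 70 cells measured for a yeast strain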;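 also: ratio of well median GFP fluorescence to mean of DMSO wells on the plate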
MEX-5 binding: MEX-5 zinc finger RNA-binding disruptors – biochemical, C. elegans, fluorescence polarization, MLPCN library, primary screen | Zinc finger protein mex-5 (Caenorhabditis elegans), Q9XUB2 | MEX-5/FITC-TCR2 RNA binding; stronger effect = lower value | activity score (negative = inhibition of binding), % at 10 µM | hit rate 0.38% among 300,000 | AID 1832, 2009;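 active = inhibition past about -25% in most replicates, and total fluorescence under double the plate's negative control median, limit read from the data; inconclusive = replicates evenly split on the limit, or fluorescence at least double controls; inactive = too little inhibition in most replicates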;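 also: 0% = DMSO and -100% = 5 µM competing unlabeled TCR2 RNA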
Target sequence (Q9XUB2 whole entry, looked up): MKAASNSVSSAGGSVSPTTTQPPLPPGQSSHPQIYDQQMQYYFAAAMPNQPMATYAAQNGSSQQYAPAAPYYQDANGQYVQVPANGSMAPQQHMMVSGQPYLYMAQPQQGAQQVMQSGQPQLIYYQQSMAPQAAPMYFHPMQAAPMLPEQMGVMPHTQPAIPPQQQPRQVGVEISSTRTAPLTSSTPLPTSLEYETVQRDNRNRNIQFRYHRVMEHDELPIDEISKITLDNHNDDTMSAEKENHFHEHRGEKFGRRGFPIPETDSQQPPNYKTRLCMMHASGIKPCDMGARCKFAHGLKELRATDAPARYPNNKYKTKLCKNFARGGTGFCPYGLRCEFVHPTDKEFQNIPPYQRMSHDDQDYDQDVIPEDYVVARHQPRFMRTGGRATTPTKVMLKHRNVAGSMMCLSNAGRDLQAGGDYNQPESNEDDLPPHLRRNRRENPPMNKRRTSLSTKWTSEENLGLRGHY
GLD-1 RNA inh: GLD-1/TGE RNA complex disruptors, primary screen, biochemical, fluorescence polarization; Female germline-specific tumor suppressor gld-1 (Caenorhabditis elegans), Q17339; purified GLD-1 + fluorescein TGE RNA; inhibition, % at 5.96 µM; hit rate 0.44% among 320,000;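 active = percent inhibition above a per-plate cutoff, the plate mean of test compounds plus 3 SD, cut at about 30% in these data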;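 also: 0% = DMSO wells with GLD-1 and probe and 100% = wells lacking GLD-1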
Fam108B counter: mouse Fam108B serine hydrolase inhibitors, primary screen, counter-screen for RBBP9 inhibitor project, biochemical, fluorescence polarization; recombinant Fam108B, FP-Rh probe fluorescence polarization; inhibition, % at 9.51 µM; hit rate 0.33% among 300,000; AID 1947, 2009;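 active = inhibition above the screen mean inhibition plus 3 SD, computed separately per campaign, cut at about 18% in these data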;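 also: inhibitors lower polarization as less probe binds the enzyme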
* hit, by the source's call; u = inconclusive; x = not tested or not shown.

entry | Compound | MCL1-BIM inh | GRK2 aptamer HTS | BCLXL inh | AGP1-GFP MLPCN | VLA-4 inh
1 | COc1ccccc1NC(=O)Nc1ccnn1C1CCN(C(=O)c2cccnc2)CC1 | 3 | 2 | -2 | 99 | 5
2 | O=C(Cn1ncc2c([nH]c3ccccc32)c1=O)Nc1ccc(F)cc1F | 4 | 1 | 4 | 96 | 24
3 | Cc1ccc(CN2CCC(C(=O)Nc3cccc(-c4cccc(F)c4)c3)CC2)o1 | 2 | 0 | 2 | 100 | -79
4 | COc1ccc(CNc2nc(NCc3ccc(OC)cc3)n(C(=O)c3ccncc3)n2)cc1 | 6 | 4 | 1 | 102 | 4
5 | O=C(O)c1cn(-c2ccc(N3CCCC3)c(F)c2)c2c(F)c(F)c(F)cc2c1=O | 1 | 0 | -4 | 75 | 6
6 | CN1CCc2[nH]c3ccc(C(=O)NN)cc3c2C1 | 3 | 0 | 4 | 91 | 6
7 | Cc1ccc(CNC(=O)COC(=O)CSc2ccc(Br)cc2C)cc1 | 1 | 1 | 1 | 91 | -5
8 | COc1ccc(Cl)cc1C(=O)Nc1cc(=O)n(C)c(=O)n1C | 0 | 1 | 5 | 107 | 21
9 | CN(C(=O)Cc1csc(-c2ccccc2)n1)c1c(N)n(Cc2ccccc2)c(=O)[nH]c1=O | -5 | 2 | -9 | 103 | 35
10 | CCCCn1c(=N)c(S(=O)(=O)c2ccc(Br)cc2)cc2c(=O)n3cccc(C)c3nc21 | -3 | 2 | -6 | 36 | 9
11 | Cc1ccc2sc(N(CCCN(C)C)C(=O)CCS(=O)(=O)c3ccccc3)nc2c1C | 8 | 0 | 0 | 105 | -88
12 | Cc1cc(C(=O)COC(=O)c2ccc(O)cc2)c(C)n1-c1ccccc1F | 0 | 0 | 2 | 103 | 4
13 | O=C(O)c1cccc(-n2cc(-c3cccc(C(F)(F)F)c3)cn2)c1 | -5 | 4 | -1 | 93 | 7
14 | CCOC(=O)c1sc2nc(C)nc(Nc3ccc(OC)cc3)c2c1C | 12 | 2 | 2 | 96 | 13
15 | CC(C)C(NC(=O)c1ccccc1)C(=O)N1CCCCCC1 (centres undefined) | -2 | 2 | 2 | 100 | 4

entry | CIT2 TOR yeast | MEX-5 binding | GLD-1 RNA inh | Fam108B counter
1 | 97 | -4.6 | 2 | 6
2 | 97 | -0.3 | 4 | -25
3 | 98 | -1.1 | 5 | 1
4 | 96 | -0.8 | 0 | 4
5 | x | 0.0 | 3 | -4
6 | 95 | 7.2 | 9 | 3
7 | 99 | -1.1 | 4 | -1
8 | 99 | 0.4 | 6 | -1
9 | 100 | 3.3 | 0 | 1
10 | 88 | -1.9 | -7 | 0
11 | 113 | 1.6 | -6 | -2
12 | 93 | 0.1 | -3 | -7
13 | 106 | 1.3 | -1 | 0
14 | 87 | -7.2 | 10 | 4
15 | 101 | 1.5 | -1 | -2

Other results follow.
entry | Compound | MCL1-BIM inh | GRK2 aptamer HTS | BCLXL inh | AGP1-GFP MLPCN | VLA-4 inh
16 | NC(=O)CSc1nnc(NC(=O)c2ccc(Br)o2)s1 | 16 | 0 | 18 | 105 | -7
17 | O=C(Oc1cc(=O)oc2c1c(=O)n1c3c(cccc23)CC1)c1ccccc1 | 18 | 0 | 13 | 89 | -22
18 | N=c1sccn1CC(=O)NCc1ccc(Cl)cc1Cl | -6 | 0 | -1 | 111 | -3
19 | Cc1cccc(-c2cc(C(=O)Nc3cccnc3)c3ccccc3n2)c1 | 1 | 0 | 0 | 105 | 12
20 | O=C(c1ccccc1)N1CCC(O)(c2cccnc2)CC1 | -2 | 1 | 1 | 98 | 12
21 | O=C(COc1ccc(-c2nnco2)cc1)NCc1ccccc1Cl | 3 | 0 | 6 | 86 | 19
22 | Cc1ccc(CNC(=O)CN2C(=O)CSc3ccc(S(=O)(=O)N4CCC(C)CC4)cc32)cc1 | 2 | 3 | 0 | 104 | -2
23 | CN(Cc1cccnc1)Cc1c(C(=O)N2CCc3ccccc3C2)nc2ccc(Cl)cn12 | 12 | 93* | 12 | 105 | -1
24 | Cc1cc(C)n(-c2ccc(C(=O)OCC(=O)Nc3ccc(S(=O)(=O)N4CCCCC4)cc3)cc2)n1 | -8 | 1 | -6 | 94 | -9
25 | CC(C)(C)c1nn2cnnc2n(/N=C/c2ccccc2)c1=O | -5 | 0 | -3 | u | 11
26 | CCOC(=O)COc1ccccc1/C=N/O | 1 | 0 | 2 | 97 | 10
27 | O=[N+]([O-])c1ccc(Cl)cc1Sc1nc2ccccc2o1 | -2 | 0 | -5 | 97 | 3
28 | O=C1CC(=C2c3ccccc3-c3ccccc32)C(=O)N1CCCCN1CCN(c2ccccc2)CC1 | 8 | 0 | -1 | 104 | 3
29 | Cc1nc(S(=O)(=O)NC2CCCCC2)c(C#N)c(C)c1Cl | 7 | 1 | 11 | 99 | 7
30 | COc1cccc(CNC(=O)CCC2CCCN(C(=O)c3ccc(OC)c(F)c3)C2)c1 (centres undefined) | -1 | 0 | 1 | 104 | -1

entry | CIT2 TOR yeast | MEX-5 binding | GLD-1 RNA inh | Fam108B counter
16 | 99 | 0.5 | 4 | 1
17 | 73 | -2.8 | 2 | -3
18 | 110 | 4.5 | 4 | 1
19 | 106 | -2.2 | 4 | -6
20 | 98 | -0.6 | 0 | 1
21 | 88 | 0.3 | 6 | -1
22 | 111 | -1.2 | 2 | -4
23 | 114 | 0.4 | 4 | 2
24 | 97 | -0.3 | -6 | -20
25 | u | -2.3 | 7 | 0
26 | 102 | -3.1 | -5 | 0
27 | 103 | -2.9 | 7 | 1
28 | 98 | 1.6 | 0 | -1
29 | x | 0.5 | -4 | 1
30 | 100 | 1.1 | -7 | 4

Carrying on.
entry | Compound | MCL1-BIM inh | GRK2 aptamer HTS | BCLXL inh | AGP1-GFP MLPCN | VLA-4 inh
31 | O=C(NCCc1ccc(Cl)cc1)c1cc(-c2ccncc2)nc2ccccc12 | 2 | 1 | 2 | 98 | 1
32 | COc1ccc(-c2coc3cc(O)ccc3c2=O)cc1O | 10 | 2 | 1 | 101 | 6
33 | Cc1cc(C)c2cc(C#N)c(N3CCCN(S(=O)(=O)c4ccccc4)CC3)nc2c1 | 5 | 3 | 7 | 97 | -14
34 | Cc1nnc(SCC2=C(C(=O)O)N3C(=O)C(NC(=O)c4cc(F)c(F)cc4Cl)C3SC2)s1 (centres undefined) | 5 | 11 | 8 | 103 | 10
35 | Cc1cc(=O)oc(C)c1C(=O)NCc1ccccn1 | 2 | 0 | 2 | 110 | 5
36 | CCOC(=O)c1csc(NC(=O)c2cc3ccccc3o2)n1 | 2 | 1 | 2 | 91 | 6
37 | Cn1ccnc1SCC(=O)NC12CC3CC(CC(C3)C1)C2 | -3 | 2 | 4 | 97 | 2
38 | CCOC(=O)C1CCCN(C(=O)c2csc(-c3ccc4c(c3)CCO4)n2)C1 (centres undefined) | 2 | 0 | 0 | 101 | 3
39 | OCC1(Cc2ccccc2)CCCN(Cc2ccn[nH]2)C1 (centres undefined) | 0 | 0 | 3 | 98 | -13
40 | COc1ccccc1CNC(=O)c1cc(-c2cccnc2)nc2ccccc12 | 10 | 3 | 8 | 99 | -13
41 | O=C(c1cccnc1Nc1ccccc1F)N1CCOCC1 | 0 | 2 | 8 | 106 | 0
42 | CCCCCCCC1(C)NC(=O)NC1=O (centres undefined) | -1 | 0 | 5 | 108 | 10
43 | Cc1ccc(OCCC(=O)OCC(=O)NC(=O)NC2CCCC2)cc1 | -6 | 0 | 0 | 89 | 4
44 | Cn1c(CC(=O)NNC(=O)c2ccc(F)cc2Cl)nc2ccccc21 | 8 | 0 | 8 | 101 | -3
45 | CCOC(=O)C1Cc2ccccc2C(=O)O1 (centres undefined) | -2 | 1 | -5 | 104 | -3

entry | CIT2 TOR yeast | MEX-5 binding | GLD-1 RNA inh | Fam108B counter
31 | 105 | 1.1 | 5 | 0
32 | 94 | -2.4 | 5 | 0
33 | 98 | -1.3 | 4 | -2
34 | 101 | 2.2 | 3 | -4
35 | 114 | 1.5 | 3 | -1
36 | 97 | -3.8 | 6 | 4
37 | 100 | -2.4 | 3 | -1
38 | 106 | -0.4 | 6 | 3
39 | 88 | -0.9 | 2 | -1
40 | 91 | 1.4 | -2 | 2
41 | 103 | 0.1 | 8 | 0
42 | 106 | 0.9 | 8 | 8
43 | 87 | -0.1 | 3 | 1
44 | 93 | x | -1 | x
45 | 101 | 0.6 | 2 | -6

Compound profiles, from the list above:
`O=C(COc1ccc(-c2nnco2)cc1)NCc1ccccc1Cl` is entered as MCL1-BIM inh = 3; GRK2 aptamer HTS = 0; BCLXL inh = 6; AGP1-GFP MLPCN = 86; VLA-4 inh = 19; CIT2 TOR yeast = 88; MEX-5 binding = 0.3; GLD-1 RNA inh = 6; Fam108B counter = -1
`Cc1ccc2sc(N(CCCN(C)C)C(=O)CCS(=O)(=O)c3ccccc3)nc2c1C` is entered as MCL1-BIM inh = 8; GRK2 aptamer HTS = 0; BCLXL inh = 0; AGP1-GFP MLPCN = 105; VLA-4 inh = -88; CIT2 TOR yeast = 113; MEX-5 binding = 1.6; GLD-1 RNA inh = -6; Fam108B counter = -2

Back to the main list, starting 2 compounds before the break.
entry | Compound | MCL1-BIM inh | GRK2 aptamer HTS | BCLXL inh | AGP1-GFP MLPCN | VLA-4 inh
44 | Cn1c(CC(=O)NNC(=O)c2ccc(F)cc2Cl)nc2ccccc21 | 8 | 0 | 8 | 101 | -3
45 | CCOC(=O)C1Cc2ccccc2C(=O)O1 (centres undefined) | -2 | 1 | -5 | 104 | -3
46 | Cc1cccc(C)c1-n1c(C)cc(/C=N/NC(=O)CSc2ncccn2)c1C | -5 | 4 | 2 | 94 | 12
47 | COc1ccc(NC(=O)C2CCCN2S(=O)(=O)c2cccc3cccnc23)c(OC)c1 (centres undefined) | 5 | 1 | 3 | 90 | -14
48 | CCOc1ccc(NC(=O)CN(C)C(=O)c2ccc(-c3ccc(C(C)=O)cc3)o2)cc1OCC | -21 | 0 | -8 | 106 | 11
49 | CNC(=O)COC(=O)c1cc2c(s1)CCCC2 | 7 | 7 | 4 | 108 | 1
50 | CC1=Nc2ccc(C)cc2N(Cc2ccccc2)C(=O)C1 | 1 | 4 | -5 | 108 | -8
51 | COC(=O)CN(c1ccc(F)cc1)S(=O)(=O)c1ccccc1 | 1 | 0 | 5 | 110 | -1

entry | CIT2 TOR yeast | MEX-5 binding | GLD-1 RNA inh | Fam108B counter
44 | 93 | x | -1 | x
45 | 101 | 0.6 | 2 | -6
46 | 97 | -1.3 | 7 | 1
47 | 80 | 3.5 | 2 | 1
48 | 101 | -0.1 | 1 | -4
49 | 104 | -1.5 | -11 | 0
50 | 91 | 4.2 | 1 | 3
51 | 95 | 0.3 | -9 | 1
